# Source: PubChem BioAssay
# TROY signal inh = inhibitors of TROY-driven NF-kB signaling, primary screen, Q293 LMP1-TROYcd cells, NF-kB luciferase, uHTS | Q293 LMP1-TROYcd NF-kB luciferase reporter, 4 h | inhibition, % at 10 µM | 0.98% of 360,000 active | AID 1347056, 2019;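 active means compounds whose plate-normalised and pattern-corrected inhibition of the luciferase reporter signal at the single screening dose is 50% or more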
# TLR9-MyD88 block = inhibitors of TLR9-MyD88 association in cells, primary screen, cell-based, CHO, BLA complementation, fluorescence; Toll-like receptor 9 (Homo sapiens) + Myeloid differentiation primary response protein …; CCF4 FRET ratio; inhibition, % at 4.98 µM; 0.21% of 340,000 active;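 active means inhibition above the mean over all tested compounds plus 3 SD, cut at about 21% in these data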;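 further: 0% = DMSO only wells and 100% = clavulanate BLA inhibitor control wells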
# NOD2-RIPK2 inh = NOD2-RIPK2 binding disruptors in cells, primary screen, fluorescence, CHO cells, BLA complementation; AID 624267, 2012; 0.38% of 360,000 active; CCF4 ratio; inhibition, % at 4.98 µM; in the data active means inhibition above about 21%;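 further: 0% = vehicle only and 100% = reference blocker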
# Target sequence (O43353 whole entry, looked up): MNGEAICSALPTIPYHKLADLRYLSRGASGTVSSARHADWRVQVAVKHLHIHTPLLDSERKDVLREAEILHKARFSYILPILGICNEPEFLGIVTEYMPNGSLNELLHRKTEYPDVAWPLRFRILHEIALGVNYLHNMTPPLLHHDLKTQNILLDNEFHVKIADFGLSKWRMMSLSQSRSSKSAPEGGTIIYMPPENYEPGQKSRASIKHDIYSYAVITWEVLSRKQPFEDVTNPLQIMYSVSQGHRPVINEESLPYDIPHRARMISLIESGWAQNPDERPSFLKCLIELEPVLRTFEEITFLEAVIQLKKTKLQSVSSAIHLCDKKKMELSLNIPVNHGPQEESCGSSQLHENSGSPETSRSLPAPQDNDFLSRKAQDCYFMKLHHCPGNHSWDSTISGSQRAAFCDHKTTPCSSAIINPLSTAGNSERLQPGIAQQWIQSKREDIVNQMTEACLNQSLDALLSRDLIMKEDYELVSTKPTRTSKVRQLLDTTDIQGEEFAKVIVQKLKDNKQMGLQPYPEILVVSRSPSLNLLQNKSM
# TWEAK-Fn14 inh = inhibitors of TWEAK-Fn14 signaling, primary screen, luciferase reporter cells, uHTS. TWEAK-stimulated Fn14 reporter cells, luciferase luminescence, 8 h. inhibition, % at 10 µM. 2% of 360,000 active; in the data active means inhibition above about 50%
# SRC2 inh = inhibition of GAL4-SRC2 driven luciferase reporter, primary screen, SRC2 inhibitor project, cell-based, luminescence. Nuclear receptor coactivator 2 (Homo sapiens), Q15596. HEK293 GAL4-SRC2 luciferase reporter. 0.17% of 370,000 active. inhibition, % at 9 µM;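 active means inhibition above the mean inhibition of all tested compounds plus 3 SD, set per campaign, cut at about 52% in these data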;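 further: 0% = DMSO treated cells and 100% = cells given Gossypol at 36 µM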
# LRH-1 inv ag = LRH-1 (NR5A2) inverse agonists, primary screen, cell-based, luminescence, HEK293T, StAR-luciferase reporter; 0.13% of 360,000 active; AID 602396, 2012; LRH-1 transfected, 24 h; inhibition, % at 3.6 µM;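 active means inhibition above the mean inhibition of all tested compounds plus 3 SD, cut at about 73% in these data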;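 further: 0% = DMSO wells and 100% = reporter-only cells lacking LRH-1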
# Target sequence (O00482 whole entry, looked up): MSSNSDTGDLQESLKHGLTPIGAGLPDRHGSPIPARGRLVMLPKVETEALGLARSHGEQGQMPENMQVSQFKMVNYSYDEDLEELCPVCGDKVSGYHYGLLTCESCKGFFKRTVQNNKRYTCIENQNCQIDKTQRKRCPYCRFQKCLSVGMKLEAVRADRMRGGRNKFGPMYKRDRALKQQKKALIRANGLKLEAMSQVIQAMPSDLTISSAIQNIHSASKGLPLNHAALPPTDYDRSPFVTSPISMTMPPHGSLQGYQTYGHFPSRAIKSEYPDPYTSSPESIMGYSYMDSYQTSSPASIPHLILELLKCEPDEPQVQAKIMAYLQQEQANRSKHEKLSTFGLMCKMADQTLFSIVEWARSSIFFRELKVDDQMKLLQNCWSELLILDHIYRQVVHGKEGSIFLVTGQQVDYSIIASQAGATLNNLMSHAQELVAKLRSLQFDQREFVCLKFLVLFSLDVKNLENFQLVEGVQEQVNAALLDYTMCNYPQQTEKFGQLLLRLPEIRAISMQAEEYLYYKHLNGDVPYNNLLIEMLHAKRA
# NR2F2 inh = NR2F2 transcriptional activity inhibitors, primary screen, cell-based, luciferase reporter, HEK293T, luminescence. inhibition, % at 8.6 µM. 0.7% of 370,000 active. COUP transcription factor 2 (Homo sapiens), P24468. AID 686940, 2013. HEK293T NGFI-A luciferase reporter;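 active means inhibition above a per-plate cutoff, mean inhibition of test wells between control levels plus 3 SD, cut at about 38% in these data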;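 further: cells cotransfected with COUP-TFII expression vector driving the NGFI-A reporter; 0% = median of COUP-TF2 test wells and 100% = reporter-only cells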
# SRC1 inh = SRC1 coactivator transcriptional activity inhibitors, primary screen, cell-based, luminescence. Nuclear receptor coactivator 1 (Homo sapiens), Q15788. HEK293 GAL4-SRC1 luciferase reporter. inhibition, % at 3.6 µM. 0.12% of 360,000 active;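 active means inhibition above the campaign mean plus 3 SD, with each screening campaign given its own cutoff, cut at about 60% in these data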;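 further: 0% = DMSO treated cells and 100% = gossypol at 36 µM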
# TRAIL sens C8 = viability loss with TRAIL in NB7+C8 cells, primary screen, TRAIL sensitizer project, cell-based, ATPlite luminescence | inhibition (viability loss, TRAIL sensitization), % at 10 µM | 1% of 360,000 active | AID 624354, 2012;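 active means compounds causing at least 50% loss of cell viability in the single-dose screen, relative to plate controls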
# LMP1 NFkB inh = EBV LMP1-driven NF-kappaB luciferase reporter inhibitors, primary screen, cell-based, luminescence, single point. LMP1-induced NF-kappaB luciferase reporter cells. inhibition, % at 12.5 µM. 0.69% of 350,000 active; in the data active means inhibition above about 41%;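 further: 0% = neutral control wells and 100% = reference inhibitor control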
# NCOA3 inh = SRC3 coactivator transcriptional activity inhibitors, primary screen, cell-based, luminescence | HEK293 GAL4-SRC3 luciferase reporter | inhibition, % at 3.6 µM | 0.17% of 360,000 active | AID 588352, 2011;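 active means inhibition above a per-campaign cutoff, the mean of all compounds plus 3 SD, cut at about 60% in these data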;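 further: 0% = DMSO-treated cells and 100% = gossypol-treated cells at 36 µM; higher means less SRC3-driven luciferase light from the GAL4 reporter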
# * = called active by the depositor; x = not tested or not shown. Some of the compounds tested; count on the stated rates, not on these rows.
SMILES,TROY signal inh,TLR9-MyD88 block,NOD2-RIPK2 inh,TWEAK-Fn14 inh,SRC2 inh,LRH-1 inv ag,NR2F2 inh,SRC1 inh,TRAIL sens C8,LMP1 NFkB inh,NCOA3 inh
CC(NC(=O)c1ccccc1NC(=O)c1ccco1)C(=O)O (stereo unspecified),-5,-6,-12,-16,-24,-7,-4,-13,-16,7,-6
O=C(CSc1ccc2nnc(-c3ccccn3)n2n1)Nc1ccccc1F,23,-10,3,-15,14,-1,14,0,-20,-1,14
COc1cc(NC(=O)Nc2cccc(Cl)c2)c(C(=O)O)cc1OC,-9,3,-7,6,30,-5,7,2,16,-7,4
Cc1cc(N(C)C)ccc1N=Nc1ccc(N)cc1,-56,-5,2,28,-16,-125,18,-82,45,-13,-46
O=C(Nc1ccccc1N1CCCCC1)c1ccc(-c2ccc(Cl)cc2)o1,-34,1,-6,17,0,-13,13,0,-11,15,9
CCOC(=O)c1c(C)n(-c2ccc(F)cc2)c2ccc(O)cc12,0,9,-10,23,x,3,x,9,9,18,5
C#CCNC(=O)C[C@@H]1C[C@@]2(C(=O)OCC)CCC=C2N(CCC2=CCCCC2)C1=O,-21,x,-4,-9,-16,-15,1,x,4,x,x
O=C(CNCc1ccc(Cl)cc1)NCc1ccco1,-13,4,-4,9,10,-14,-5,-4,-8,11,15
C=CCNc1nnc(SCC(=O)Nc2ccccc2OC)c2ccccc12,11,-5,6,-7,-2,1,2,-4,-4,13,-23
CCOC(=S)SCC(=O)Nc1nc(C)c(C)s1,-4,3,-18,-4,-1,-35,-12,-11,-1,2,-4
CCN1C(=O)/C(=C/N2CC(C)CC(C)C2)SC1=S (stereo unspecified),x,-4,-2,-5,-14,6,-4,-1,12,2,-10
CCC(C)Sc1ccc(-c2nc3ccccn3c2NCc2ccccc2)cc1OC (stereo unspecified),-65,0,2,-13,x,-26,x,-19,33,3,-23
O=C(NCCCn1ccnc1)c1cc2ccccc2o1,0,-6,-15,-2,-21,11,-4,-22,15,-2,-3
Nc1nonc1-n1nnc(C(=O)N/N=C/c2ccc(O)cc2)c1CN1CCCCCC1,-31,3,-1,-30,-26,-10,6,-4,0,-8,4
O=C(O)C1C2C=CC3(CN(Cc4ccncc4)C(=O)C13)O2 (stereo unspecified),10,-2,-17,-5,1,-2,-4,-18,5,4,-27
O=C(CCc1nnc(-c2ccsc2)o1)N1CCCCC1CCn1ccnc1 (stereo unspecified),5,6,-2,-14,-11,11,-11,-7,3,0,6
CN1/C(=C\C=N\NC(=O)c2ccc(O)cc2)C(C)(C)c2ccccc21,42,-1,-4,32,-22,-10,-7,10,31,6,16
COc1ccc(OC)c(NC(=O)C2(C)CCN2Cc2ccc(OC)c3ccccc23)c1 (stereo unspecified),8,x,-6,-3,4,13,-3,9,4,x,11
Cc1cc(NC(=O)CCS(=O)(=O)c2ccc(F)cc2)no1,0,-3,-2,6,-4,-1,3,-71,0,6,2
CCOC(=O)c1c(-c2ccsc2)csc1N,-11,5,-1,3,-6,12,1,-32,3,-6,-14
CN1CCN(c2ccccc2NC(=O)c2ccc3c(c2)OCCO3)CC1,-21,-11,-8,9,-20,6,0,-3,0,0,-26
COc1ccccc1CCNC(=O)CCn1nc(C)c2c(C)n(-c3ccccc3)nc2c1=O,6,-6,-11,13,-5,12,-4,13,12,-6,15
CN(Cc1ccccc1)c1nc(-c2ccc([N+](=O)[O-])cc2)nc2ccccc12,-22,-2,-5,3,-5,2,0,-17,19,15,-3
O=C(Nc1cc(S(=O)(=O)N2CCOCC2)ccc1N1CCCC1)c1ccc(Cl)cc1,-13,-3,1,18,-8,3,-5,-3,4,-5,-12
CC1CN(CC(=O)c2c(N)n(Cc3ccccc3)c(=O)n(C)c2=O)CC(C)O1 (stereo unspecified),12,0,-3,-10,-16,3,5,4,18,8,20
Cc1ccccc1N(CC(=O)N1CCN(Cc2ccccc2)CC1)S(C)(=O)=O,-14,-4,2,-3,5,-3,3,-1,7,-3,17
CCN(C[C@H]1N[C@@](Cc2ccccc2)(C(=O)OC)[C@H]2C(=O)N(Cc3ccccc3)C(=O)[C@@H]12)C(=O)Nc1ccc(Cl)cc1,-37,-13,9,14,-21,-12,-26,-10,34,-1,-30
CN1C(=O)CC(N2CCC(c3nc4ccccc4s3)CC2)C1=O (stereo unspecified),12,6,1,-13,-15,9,3,-23,-14,-15,16
COc1ccc(CCNC(=O)CSc2nc(O)c(CCC(C)C)c(=O)[nH]2)cc1OC,1,-3,10,3,-1,48,16,-1,-9,-2,2
C=CCc1ccc(OCCOCCNCCOC)c(OC)c1,9,-14,-4,-6,7,2,0,-2,5,6,6
CCCCCOc1ccc(CN2CCOCC2)cc1Cl,16,-3,-7,-3,-46,-111,-49,-100,18,-85,-81
N/C(=N\OC(=O)c1ccc2c(c1)OCO2)c1cccnc1,-17,8,-5,29,-47,-96,-4,-86,82*,-16,-64
COC(=O)NCC(c1ccc2c(c1)OCO2)N1CCN(c2ccccc2)CC1 (stereo unspecified),5,4,-9,-20,26,-1,-9,-5,10,-2,-20
O=[N+]([O-])c1ccc(N2CCN(c3ccc(Cl)nn3)CC2)cc1NC1CC1,11,4,-6,-42,-4,-7,5,-1,-9,18,7
CC(=O)Nc1cc(NC(C)=O)c(CC(C)C)s1,-5,3,-5,8,-3,0,-15,7,8,-2,-1
CC(=O)c1c(Cl)nc2cccc3c2c1-c1ccccc1C3=O,18,1,9,46,-12,2,24,8,-6,9,15
COc1ccc(C(=O)COC(=O)c2ccc(Cl)nc2)c(OC)c1,-8,-3,-2,-21,-5,-5,-31,-2,-17,-2,-1
Cc1cccc(C(=O)OCc2cncs2)c1,-52,-12,4,-40,-38,-22,-17,-30,7,-5,-7
S=c1[nH]cc(-c2ccccc2)n1-c1ccccc1Cl,-4,-3,-11,12,1,11,4,6,-5,-4,3
Cc1ccc(NC(=O)/C=C/c2ccc(S(=O)(=O)N3CCOCC3)cc2)cc1S(=O)(=O)N(C)C,53*,1,1,68*,30,22,49*,9,43,11,8
CC(C(=O)c1ccccc1)[n+]1cccc(Br)c1 (stereo unspecified),-13,-3,-3,10,-24,-1,11,-20,-1,-12,-4
COC(=O)[C@@H](Cc1ccccc1)NC(=O)Cn1cc(C)c(=O)[nH]c1=O,-6,-3,-3,-4,6,14,6,5,5,7,10
O=C(COc1ccc(S(=O)(=O)N2CCCC2)cc1Cl)NCc1ccc2c(c1)OCO2,-5,3,-8,1,9,49,5,16,14,15,20
CN(C(=O)Nc1ccccc1)C1CCCCC1,-10,4,-8,-6,-19,-7,7,-18,20,-20,-4
Cc1c(C(=O)NCc2ccccc2)sc(=O)n1Cc1ccccc1F,8,x,8,-22,0,-2,15,-3,0,x,17
O=c1c2cc(Br)ccc2nc2n1CCCCC2,-35,-1,-11,-6,x,-8,x,-17,24,-10,-18
C=CCn1c(C)c(C(C)=O)c(N2CCN(c3ccccc3)CC2)nc1=S,43,-2,-2,18,-13,-7,3,-4,-7,-23,2
COC(=O)N1CCc2c(sc(NC(=O)C3=COCCO3)c2C#N)C1,-12,-8,-5,-3,-55,26,-49,-26,8,-18,15
COc1ccc(/C=N/NC(=O)c2ccncc2)cc1CN1CCN(c2ccc(F)cc2)CC1,3,-10,-5,23,3,-15,4,-10,-3,-3,17
CN(Cc1ccccc1)C(=O)c1ccccc1NC(=O)c1ccccc1,-4,-3,-2,1,-5,19,11,5,-2,-2,8
CCOC(=O)C(C)(C)Oc1cccc2c1S(=O)(=O)c1ccccc1-2,0,-2,-3,3,18,-13,15,2,25,-11,2
Cc1c(C(=O)N2CCN(CC(=O)Nc3ccccc3Cl)CC2)oc2ccc(Br)cc12,14,-2,-6,-20,-8,4,-10,-21,5,-2,-12
Cc1cccc(-n2c(SCc3ccc([N+](=O)[O-])cc3)nnc2-c2c[nH]c3ccccc23)c1,8,-5,-4,24,-14,11,17,11,4,12,0
C#CCOC(=O)CCCNc1ccc([N+](=O)[O-])cc1[N+](=O)[O-],4,2,-11,-10,0,-13,9,3,0,-2,-9
Cn1c(CN2CCCCC2)nc2cc(NC(=O)c3cccs3)ccc21,-1,-3,-14,-3,-5,2,-3,-2,-2,-6,-12
N/C(=N\OC(=O)Cc1cccc2ccccc12)c1ccccn1,-28,-13,-22,-37,-35,-134,-59,-89,25,-33,-61
Nc1nnc(SCC(=O)Nc2ccc(Cl)c(C(=O)O)c2)s1,3,-4,-7,0,-16,-3,-3,-10,3,-3,-3
O=C1/C(=C\c2ccco2)SC(=S)N1Cc1ccccc1,16,3,-1,10,-24,12,4,2,-2,28,-2
Cc1nnc(NC(=O)CSc2nc(C(C)C)nc3sc(C)c(C)c23)s1,-10,5,-2,0,-25,6,0,-10,10,1,6
Cc1ccc(-c2nn(-c3cccc(F)c3)cc2CNCc2cccnc2)o1,-4,-14,11,-5,1,5,9,-3,-6,-2,2

# Shown as a hit in NR2F2 inh (from the list above):
Molecule	TLR9-MyD88 block	NOD2-RIPK2 inh	TWEAK-Fn14 inh	SRC2 inh	LRH-1 inv ag	NR2F2 inh	SRC1 inh	LMP1 NFkB inh	NCOA3 inh
Cc1ccc(NC(=O)/C=C/c2ccc(S(=O)(=O)N3CCOCC3)cc2)cc1S(=O)(=O)N(C)C	1	1	68*	30	22	49*	9	11	8

# Next results.
SMILES,TROY signal inh,TLR9-MyD88 block,NOD2-RIPK2 inh,TWEAK-Fn14 inh,SRC2 inh,LRH-1 inv ag,NR2F2 inh,SRC1 inh,TRAIL sens C8,LMP1 NFkB inh,NCOA3 inh
Cc1oc(-c2ccccc2Cl)nc1CN1CCCC1c1ccc(F)cc1 (stereo unspecified),2,3,3,-8,-7,10,8,-16,2,-1,-12
O=C1CCCC2=C1C(c1ccc(O)cc1)c1c(ccc3ccccc13)N2 (stereo unspecified),17,x,-6,32,23,5,-3,6,-8,-8,9
CCn1c2ccc(F)cc2c2nc3ccccc3nc21,-12,3,2,-30,-14,-18,3,-146,-7,-11,-4
COc1ccc(NC(=O)N(C)C[C@@H]2OCc3cn(nn3)CCCC(=O)N([C@H](C)CO)C[C@H]2C)cc1,1,0,-6,-7,-8,9,-80,-5,-9,-3,15
CC(C)CCNS(=O)(=O)c1cc2c3c(c1)CCN3C(=O)CC2,-7,6,-6,9,6,2,-10,-42,-4,4,-14
